From PubChem
West Nile antiviral: inhibition of WNV-induced cytopathic effect – cell-based, CPE readout (AID 1621) | West Nile virus-infected cells, CPE inhibition; higher % means a stronger effect | hit rate 0.02% among 290,000 | CPE inhibition, % at 10 µM; hits with a dose series show IC50 in µM; in the data active = a potency from the dose series; note: strong numbers were not always called active
MT stabilizer: microtubule stabilization, imaging screen | hit rate 0.83% among 200,000 | % tubulin-high responders, % at 10 µM | HeLa tubulin immunostaining HCS, 24 h; share of cells brighter than vehicle mean+2SD;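 active = plate Z-score above 3 for both tubulin-high and condensed-nucleus cell shares, with cell loss under 80%, at 10 µM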;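 note: anti alpha tubulin signal scored within the nucleus-defined area of each cell; some results filed as inactive read as strong as hits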
T cell modulator: modulates CD8 T cell binding to vesicles; 2C CD8+ T cell-vesicle binding, flow cytometry; active compounds read low; calls only at 7 µM; hit rate 0.068% among 330,000; AID 2052;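 active = response, share of CD8 T cells binding vesicles, and their 90th percentile fluorescence all below set limits, cut at about 80% in these data, passing the limit was not always enough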
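Assay system: 2C TCR transgenic mouse naive CD8+ T cells, MACS-purified | Read-out: CD8+ gate FL2 mean fluorescence as % of same-row positive control | Signal: High-throughput flow cytometry with anti-B7-1 and anti-CD8 staining | Timing: Binding step 1.5 h, 37 °C, antibody labelling 20 min, ice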
WT yeast gro inh: growth inhibition of WT yeast, mitochondrial fusion screen; AID 1362; mitochondrial fusion phenotypic screen, WT strain; inhibition, % at 10 µM; hit rate 2.1% among 190,000; in the data active = inhibition above about 58%; tested in S. cerevisiae
Hep lipid drop: hepatic lipid droplet formation modulation; hit rate 0.4% among 240,000; AML12 mouse hepatocytes, oleate lipid droplets, BODIPY imaging; inhibition, % at 6.5 µM;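 active = lipid droplet intensity inhibited by at least 50%, with more than 500 cells counted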
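Assay system: AML12 hepatocytes (mouse); Probe or stimulus: oleic acid at 100 µM to induce lipid droplet formation; Dosing: compound at 6.5 µM only; Schedule: compound with oleate, overnight; Detection: fluorescence imaging, 20x objective, two fields per well; Measure: % inhibition of lipid droplet signal.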
Ins promoter up: MIN6 insulin promoter up-regulation. MIN6 insulin promoter-GFP reporter, high-content imaging; active compounds read high. z-score at 5 µM. hit rate 0.3% among 190,000. AID 1625;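 active = z-score above 3 at 5 µM with at least 500 cells counted in the well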
Myeloid diff MLP: myeloid differentiation induction | hit rate 1% among 360,000 | calls only at 10 µM | AID 624256 | ER-HoxA9 myeloid progenitors, lysozyme-GFP differentiation, flow cytometry;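 active = normalized GFP-positive differentiation at or above the plate's own cutoff, the solvent-only control mean plus 3 SD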;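 note: cells exposed to compound for four days before flow analysis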
bCat nuc transl: alters nuclear translocation of beta-catenin in HeLa cells. immunofluorescence imaging. nuclear translocation activity, % at 5 µM. hit rate 0.3% among 190,000. AID 1665;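 active = nuclear translocation activity above 50% at 5 µM, with a well cell count of 50 or more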;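 note: per-cell ratio of nuclear to cytoplasmic median beta-catenin stain intensity; plate controls were DMSO negative control for no effect and GSK-3 inhibitor IX positive control for full effect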
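Technique: fluorescence imaging of beta-catenin antibody stain plus DAPI / Material: human HeLa cell line / Incubation: compound treatment 24 h, 37°C, 5% CO2 / Read-out basis: % activation of per-cell nuclear versus cytoplasmic median beta-catenin signal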
Autophagy mod: modulators of autophagy. MEF GFP-LC3 puncta imaging; test concentration mostly 10 µM. hit rate 0.98% among 190,000. calls only at 10 µM (by protocol);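 active = percentage of spot-positive cells more than 3 SD above its plate mean, without a fluorescence outlier flag or 80% toxicity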;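 note: spot-positive cell cutoff set from DMSO-treated cells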
WT yeast gro inh mutant strain: further read-out of WT yeast gro inh, marked with its call; inhibition, %; mitochondrial fusion phenotypic screen, mutant strain inhibition
Ins promoter up cell count: recorded beside Ins promoter up, whose call it bears; cell count; measured here: cytotoxicity, nuclei count;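 total cells summed across four imaged fields per well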
Hep lipid drop cells 6.5 µM: also measured in Hep lipid drop; calls as there; cell count; measured here: cell count, cytotoxicity flag;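 cells counted across two imaged fields per well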
bCat nuc transl cell count 5 µM: also measured in bCat nuc transl; calls as there; cell count; measured here: cell count, cytotoxicity flag
T cell modulator vesicle-bound %: also measured in T cell modulator; calls as there; double positive events, %; measured here: CD8+ vesicle-bound cell fraction;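 binding gate set so that unloaded-vesicle control wells show 10% double positive cells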
MT stabilizer Hoechst-high %: further read-out of MT stabilizer, marked with its call; % Hoechst-high responders; measured here: nuclear condensation Hoechst responders;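 share of cells brighter than vehicle mean plus two SD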
MT stabilizer cytotoxicity %: further read-out of MT stabilizer, marked with its call; toxicity, %; measured here: cytotoxicity by cell density;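 0% = mean cell density of plate MIN control wells and 100% = no cells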
Autophagy mod cell loss 18 h: further read-out of Autophagy mod, marked with its call; toxicity, %; measured here: cell loss, nuclei count;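 cell loss after 18 h compound exposure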
Myeloid diff MLP GFP+ MAC1+ %: further read-out of Myeloid diff MLP, marked with its call; GFP+ MAC1+ double positive, %; measured here: differentiation confirmed by MAC1 staining
An asterisk follows results filed as active.

How did CCOC(=O)COc1cccc2c(=O)n(CC(=O)N3CCCCC3)ccc12 do in these assays?
West Nile antiviral: 0.5%; T cell modulator: inactive; Hep lipid drop: 16.8; Ins promoter up: 1.5; Myeloid diff MLP: inactive; bCat nuc transl: 0.9; Ins promoter up cell count: 915; Hep lipid drop cells 6.5 µM: 723; bCat nuc transl cell count 5 µM: 1321; T cell modulator vesicle-bound %: 30.8; Myeloid diff MLP GFP+ MAC1+ %: 1.3

What do the screens show for `Cc1ccccc1N(CC(=O)NC1CCCCC1)C(=O)CCC(=O)Nc1nccs1`?
West Nile antiviral: -1.0%; T cell modulator: inactive; Hep lipid drop: -8.4; Myeloid diff MLP: inactive; Hep lipid drop cells 6.5 µM: 783; T cell modulator vesicle-bound %: 37.0; Myeloid diff MLP GFP+ MAC1+ %: 0.6

Results for Cc1cccc(N(Cc2cc3ccccc3[nH]c2=O)S(=O)(=O)c2ccccc2)c1 ?
West Nile antiviral: -0.3%; MT stabilizer: 2.6; T cell modulator: inactive; WT yeast gro inh: -8.9; Hep lipid drop: 5.9; Ins promoter up: -0.21; Myeloid diff MLP: inactive; bCat nuc transl: 2.9; Autophagy mod: inactive; WT yeast gro inh mutant strain: -3.8; Ins promoter up cell count: 1239; Hep lipid drop cells 6.5 µM: 647; bCat nuc transl cell count 5 µM: 526; T cell modulator vesicle-bound %: 41.1; MT stabilizer Hoechst-high %: 3.2; MT stabilizer cytotoxicity %: 6.9; Autophagy mod cell loss 18 h: 3.2; Myeloid diff MLP GFP+ MAC1+ %: 0.4

How did O=S(=O)(Nc1cccc(S(=O)(=O)N2CCOCC2)c1)c1ccc2c(c1)OCCO2 do in these assays?
West Nile antiviral: 0.8%; MT stabilizer: 2.8; T cell modulator: inactive; WT yeast gro inh: 4.7; Hep lipid drop: 5.7; Ins promoter up: -0.09; bCat nuc transl: -1.1; Autophagy mod: inactive; WT yeast gro inh mutant strain: -1.9; Ins promoter up cell count: 1311; Hep lipid drop cells 6.5 µM: 659; bCat nuc transl cell count 5 µM: 1131; T cell modulator vesicle-bound %: 39.1; MT stabilizer Hoechst-high %: 3.3; MT stabilizer cytotoxicity %: 2.8; Autophagy mod cell loss 18 h: -0.7

Results for CCCc1cc(=O)oc2c(C)c(OCC(=O)N3CCC(C(=O)O)CC3)ccc12 ?
West Nile antiviral: -0.1%; T cell modulator: inactive; Hep lipid drop: 8.0; Myeloid diff MLP: inactive; Hep lipid drop cells 6.5 µM: 809; T cell modulator vesicle-bound %: 25.1; Myeloid diff MLP GFP+ MAC1+ %: 3.2

How did COCCN(C(=O)CNC(=O)c1ccco1)C(C(=O)NC1CCCC1)c1cccs1 (stereo unspecified) do in these assays?
West Nile antiviral: 0.3%; MT stabilizer: 4.0; T cell modulator: inactive; WT yeast gro inh: 17.5; Hep lipid drop: 4.3; Ins promoter up: 0.2; Myeloid diff MLP: inactive; bCat nuc transl: -2.2; Autophagy mod: inactive; WT yeast gro inh mutant strain: -0.1; Ins promoter up cell count: 1257; Hep lipid drop cells 6.5 µM: 792; bCat nuc transl cell count 5 µM: 1142; T cell modulator vesicle-bound %: 23.5; MT stabilizer Hoechst-high %: 1.9; MT stabilizer cytotoxicity %: 4.8; Autophagy mod cell loss 18 h: -4.3; Myeloid diff MLP GFP+ MAC1+ %: 0.9

Results for CC(C)(C)C(=O)NC(=S)NCCc1ccccc1 ?
West Nile antiviral: 0.0%; MT stabilizer: 4.0; T cell modulator: inactive; WT yeast gro inh: -31.7; Ins promoter up: 0.2; Myeloid diff MLP: inactive; bCat nuc transl: 1.1; Autophagy mod: inactive; WT yeast gro inh mutant strain: 10.1; Ins promoter up cell count: 1357; bCat nuc transl cell count 5 µM: 1355; T cell modulator vesicle-bound %: 43.8; MT stabilizer Hoechst-high %: 1.4; MT stabilizer cytotoxicity %: 5.2; Autophagy mod cell loss 18 h: -27.6; Myeloid diff MLP GFP+ MAC1+ %: 0.4

How did CCNC(=S)N(CCc1c(C)[nH]c2ccc(C)cc12)Cc1ccco1 do in these assays?
MT stabilizer: 4.1; T cell modulator: inactive; WT yeast gro inh: 22.5; Hep lipid drop: -24.1; Ins promoter up: -0.9; Myeloid diff MLP: inactive; bCat nuc transl: 2.6; Autophagy mod: active; WT yeast gro inh mutant strain: -3.3; Ins promoter up cell count: 1156; Hep lipid drop cells 6.5 µM: 699; bCat nuc transl cell count 5 µM: 503; T cell modulator vesicle-bound %: 42.0; MT stabilizer Hoechst-high %: 2.1; MT stabilizer cytotoxicity %: 13.4; Autophagy mod cell loss 18 h: 0.1*; Myeloid diff MLP GFP+ MAC1+ %: 2.8

Results for CCN(CC)S(=O)(=O)c1cccc(-c2nnc(SCCOc3ccccc3)o2)c1 ?
West Nile antiviral: 0.1%; MT stabilizer: 3.1; T cell modulator: inactive; WT yeast gro inh: 11.0; Ins promoter up: 0.04; Myeloid diff MLP: inactive; bCat nuc transl: -0.7; Autophagy mod: inactive; WT yeast gro inh mutant strain: 12.5; Ins promoter up cell count: 924; bCat nuc transl cell count 5 µM: 1177; T cell modulator vesicle-bound %: 34.8; MT stabilizer Hoechst-high %: 1.3; MT stabilizer cytotoxicity %: 1.4; Autophagy mod cell loss 18 h: 1.0; Myeloid diff MLP GFP+ MAC1+ %: 0.5

Results for CCOC(=O)N1CCN(C(=O)c2cc3cc(Br)ccc3oc2=O)CC1 ?
West Nile antiviral: 0.2%; MT stabilizer: 5.2; T cell modulator: inactive; WT yeast gro inh: -0.9; Ins promoter up: 0.98; Myeloid diff MLP: inactive; bCat nuc transl: -5.9; Autophagy mod: inactive; WT yeast gro inh mutant strain: 5.2; Ins promoter up cell count: 960; bCat nuc transl cell count 5 µM: 1078; T cell modulator vesicle-bound %: 38.3; MT stabilizer Hoechst-high %: 2.0; MT stabilizer cytotoxicity %: 4.1; Autophagy mod cell loss 18 h: 9.6; Myeloid diff MLP GFP+ MAC1+ %: 1.9

Results for Nc1oc2ccc(F)cc2c(=O)c1C=O ?
West Nile antiviral: -0.8%; MT stabilizer: 3.4; T cell modulator: inactive; WT yeast gro inh: -8.8; Hep lipid drop: 1.0; Ins promoter up: 1.43; Myeloid diff MLP: inactive; Autophagy mod: inactive; WT yeast gro inh mutant strain: -17.3; Ins promoter up cell count: 990; Hep lipid drop cells 6.5 µM: 733; T cell modulator vesicle-bound %: 4.1; MT stabilizer Hoechst-high %: 3.3; MT stabilizer cytotoxicity %: 1.9; Autophagy mod cell loss 18 h: 8.2; Myeloid diff MLP GFP+ MAC1+ %: 1.2

How did COc1ccc(/C=C(\C#N)C(=O)OCC(=O)NCc2ccccc2Cl)cc1 do in these assays?
West Nile antiviral: 0.3%; MT stabilizer: 2.8; T cell modulator: inactive; WT yeast gro inh: 4.4; Hep lipid drop: 26.3; Ins promoter up: -0.39; Myeloid diff MLP: inactive; bCat nuc transl: 0.3; Autophagy mod: inactive; WT yeast gro inh mutant strain: 3.9; Ins promoter up cell count: 1350; Hep lipid drop cells 6.5 µM: 643; bCat nuc transl cell count 5 µM: 1115; T cell modulator vesicle-bound %: 55.3; MT stabilizer Hoechst-high %: 2.6; MT stabilizer cytotoxicity %: 7.8; Autophagy mod cell loss 18 h: 2.5; Myeloid diff MLP GFP+ MAC1+ %: 0.9

Results for CC(C)n1cc(/C(N)=N/O)c(=O)n(Cc2ccccc2)c1=O ?
West Nile antiviral: 0.2%; T cell modulator: inactive; Hep lipid drop: -4.5; Ins promoter up: 0.99; Myeloid diff MLP: inactive; bCat nuc transl: -0.8; Ins promoter up cell count: 1480; Hep lipid drop cells 6.5 µM: 731; bCat nuc transl cell count 5 µM: 1002; T cell modulator vesicle-bound %: 31.7; Myeloid diff MLP GFP+ MAC1+ %: 0.4

What do the screens show for `O=C(N/N=C/c1ccc(Cl)cc1Cl)Nc1ccccc1`?
West Nile antiviral: -0.2%; MT stabilizer: 18.9*; T cell modulator: inactive; WT yeast gro inh: 3.8; Ins promoter up: -0.22; Myeloid diff MLP: inactive; bCat nuc transl: 9.6; Autophagy mod: inactive; WT yeast gro inh mutant strain: 2.7; Ins promoter up cell count: 1587; bCat nuc transl cell count 5 µM: 1203; T cell modulator vesicle-bound %: 47.9; MT stabilizer Hoechst-high %: 11.9*; MT stabilizer cytotoxicity %: 19.7*; Autophagy mod cell loss 18 h: 28.4; Myeloid diff MLP GFP+ MAC1+ %: 1.1

Results for O=C(Nc1cccc(-n2cnnn2)c1)c1ccco1 ?
West Nile antiviral: 0.4%; MT stabilizer: 1.7; T cell modulator: inactive; WT yeast gro inh: 2.7; Ins promoter up: 1.94; Myeloid diff MLP: inactive; bCat nuc transl: -3.6; Autophagy mod: inactive; WT yeast gro inh mutant strain: 4.1; Ins promoter up cell count: 1026; bCat nuc transl cell count 5 µM: 852; T cell modulator vesicle-bound %: 14.7; MT stabilizer Hoechst-high %: 1.6; MT stabilizer cytotoxicity %: 8.8; Autophagy mod cell loss 18 h: -5.0; Myeloid diff MLP GFP+ MAC1+ %: 0.1

What do the screens show for `Cc1ccc(CN2CCN(Cc3cccn3-c3ccc(Cl)cn3)CC2CCO)o1` (stereo unspecified)?
West Nile antiviral: -1.2%; MT stabilizer: 2.8; T cell modulator: inactive; WT yeast gro inh: 2.5; Hep lipid drop: -18.9; Myeloid diff MLP: inactive; bCat nuc transl: 4.3; Autophagy mod: inactive; WT yeast gro inh mutant strain: -3.4; Hep lipid drop cells 6.5 µM: 682; bCat nuc transl cell count 5 µM: 975; T cell modulator vesicle-bound %: 62.8; MT stabilizer Hoechst-high %: 2.3; MT stabilizer cytotoxicity %: 5.5; Autophagy mod cell loss 18 h: 5.7; Myeloid diff MLP GFP+ MAC1+ %: 1.0
